From PubChem BioAssay
Growth percent in the NCI-60 one-dose screen (48 h, 10 µM unless noted): 100 = growth as untreated, 0 = no growth, -100 = all killed.
A549/ATCC: A549/ATCC NSCLC; 3.7% of 81,000 active; AID 1794740
MALME-3M: MALME-3M melanoma. 5.8% of 78,000 active. AID 1794766
HOP-62: HOP-62 NSCLC | 3.9% of 80,000 active
M14: M14 melanoma | AID 1794745 | 6.2% of 80,000 active
EKVX: EKVX NSCLC; AID 1794765; 3% of 71,000 active
HOP-92: HOP-92 NSCLC cells | 6.3% of 71,000 active | AID 1794738
UACC-62: UACC-62 melanoma. 5.4% of 81,000 active
UACC-257: UACC-257 melanoma | 4.4% of 78,000 active | AID 1794764
Starred values were filed as active, the others as inactive; · = no result given; & = joins results of further samples. The calls were made as follows: active = growth percent below 10; inactive = the rest.

SMILES	A549/ATCC	MALME-3M	HOP-62	M14	EKVX	HOP-92	UACC-62	UACC-257
NC(=O)/C=C\C(N)=O	96	110	104	·	101	124	103	95
O=C1c2ccccc2C(=O)c2c1ccc1[nH]c(CNCc3ccc(C(F)(F)F)cc3)nc21	96	106	97	100	81	99	96	101
C=C1c2c(Cl)ccc(O)c2C(O)=C2C(=O)C3(O)C(O)=C(C(N)=O)C(=O)C(N(C)C)C3C(O)C12 (stereo not drawn)	85	96	88	64	90	61	64	108
COc1cc2nc(Cl)nc(Nc3cccc(C4=NN(C(C)=O)C(c5ccc(Br)cc5)C4)c3)c2cc1OC (stereo not drawn)	69	85	106	78	63	83	84	96
CO[C@@]1(NC(=O)Cc2cccs2)C(=O)N2C(C(=O)O)=C(COC(N)=O)CS[C@@H]21	99	101	97	100	96	·	104	107
Cc1noc2c(Cc3ccccc3)nn(CC(=O)N/N=C/c3ccc(F)cc3)c(=O)c12	45	-1.4*	15	66	71	-13*	94	67
O=C(O)c1ccc(N/C=C/C(=O)c2ccc(Cl)cc2)cc1	103	114	106	94	103	128	93	105
COc1ccc2nc(-c3cc4c([nH]c5ccccc54)c(-c4cc(OC)c(OC)c(OC)c4)n3)[nH]c2c1	92	·	84	39	·	54	64	106
CC1C(C)N(C(=O)CCCl)c2ccccc2N1C(=O)CCCl (stereo not drawn)	104	·	107	108	108	93	101	114
O=C1C(=O)c2ccccc2C(O)=C1CCCc1ccc(C2CCCCCC2)cc1	23	14	41	49	25	·	47	44
O=C(N=Nc1c(O)n(Cc2ccc(F)cc2)c2ccccc12)Nc1ccc(Cl)cc1	105	91	80	89	100	43	87	95
COc1ccc(N2C(=O)C(OC)C2c2ccc(F)cc2)cc1 (stereo not drawn)	92	104	110	99	94	114	108	105
O=c1[nH]c([C@@H]2CCCN2)nc2c1oc1ccc(Cl)cc12	38	64	47	54	61	40	79	65
O=C(O)c1ccc(NO)cc1	76	100	88	101	96	88	96	76
O=C(CN1CCN(Cc2ccc([N+](=O)[O-])cc2)CC1)Nc1nc(-c2cc3ccccc3oc2=O)cs1	100	102	103	98	111	82	96	99
CCN(CC)C(=O)c1ccncc1	·	109	102	104	·	·	104	·
O=C(O)C1CCCCN1 (stereo not drawn)	96	111	99	100	102	·	93	94
CCCCOC(=O)c1[nH]cnc1/N=N\N(C)C	96	96	98	105	·	99	·	94
CC(N)CC1=CCCCC1 (stereo not drawn)	101	87	107	98	101	90	96	·
O=C(Oc1ccc2c(c1)sc1nc(-c3ccccc3)[nH]c(=O)c12)C(F)(F)F	28	33	39	4.5*	59	54	11	49
CCc1ccc(C2=C/C(=C/c3ccc(F)cc3)C(=O)N2CCc2ccc(S(N)(=O)=O)cc2)cc1	86	93	96	96	89	91	69	99
COc1cc2c(cc1C)NC(=O)/C2=C\c1c[nH]c2ccccc12	53	76	75	81	75	50	78	90
CCOC(=O)c1c(Nc2ccc(OC)cc2)n[nH]c1C	96	·	103	113	·	89	98	105
NC[C@@H]1O[C@H](O[C@@H]2[C@@H](CO)OC(O[C@@H]3[C@@H](O)[C@H](N)C[C@H](N)[C@H]3OC3O[C@H](CN)[C@@H](O)[C@H](O)[C@H]3N)[C@@H]2O)[C@H](N)[C@@H](O)[C@@H]1O (stereo partly drawn)	105	105	115	104	98	125	118	106
CCC(=O)Oc1ccc(C(C)CCC(C)c2ccc(OC(=O)CC)cc2)cc1 (stereo not drawn)	83	93	93	95	96	74	83	85
c1ccc2nc(N3CCOCC3)c(N3CCCC3)nc2c1	95	121	107	112	101	99	92	95
CCCCCCC(C)CC1=C(O)c2ccccc2C(=O)C1=O (stereo not drawn)	36	55	59	44	62	67	30	38
CC(=O)[C@H]1CC[C@]2(C)[C@@H]1CC[C@@H]1[C@@]3(C)C/C(=C/c4cccnc4)C(=O)C(C)(C)[C@@H]3CC[C@]12C	66	83	115	72	85	49	60	63
O=C(Nc1ccc(Cl)cc1Cl)Nc1ccc(-c2cccnc2)cc1N1CCC(CO)CC1	27	41	42	36	51	·	26	48
CC(C)CC(NC(=O)C(Cc1c[nH]c2ccccc12)NC(=O)OC(C)(C)C)C(=O)NN (stereo not drawn)	88	130	95	106	·	95	98	79
Nc1c(C(=O)c2ccc(Cl)s2)sc2nc3c(cc12)CCCC3	100	100	97	·	·	82	106	105
CCN(CC)c1ccc(Nc2ccc(CC(=O)c3ccccc3)cc2)cc1	91	106	95	88	76	78	79	94
CN1CCN(Cc2ccc(NC(=O)c3cncc(C#Cc4cnc(N)c5cccnc45)c3)cc2C(F)(F)F)CC1	29	-57*	-0.4*	-19*	14	-26*	-48*	19
O=[N+]([O-])O[C@@H]1CO[C@H]2[C@@H]1OC[C@@H]2O	107	99	116	107	94	·	111	99
CCOC(=O)c1cnc(N)nc1-c1ccccc1	94	·	103	114	103	81	99	108
O=c1c2ccccc2nc2n1CCc1c-2[nH]c2c(Cl)c(Cl)ccc12	27	98	105	109	98	75	95	92
CCCCC1(c2ccc(O)cc2)NC(=O)NC1=O (stereo not drawn)	98	98	102	103	101	95	101	107
Cc1ccc(S(=O)(=O)Oc2cc(OS(=O)(=O)c3ccc(C)cc3)cc(OS(=O)(=O)c3ccc(C)cc3)c2)cc1	97	133	101	108	106	72	86	104
CCOC(=O)C(=Cc1ccc(-c2ccccc2)cc1)C(=O)OCC	50	71	74	42	95	63	35	44
COc1cc(-c2nc(SCCC(C)C)nc(Nc3ccc(O)cc3)c2C#N)cc(OC)c1OC	103	89	101	·	102	123	92	99
Oc1ccccc1-c1nnc(Cn2c(Cc3cccc4ccccc34)nc3ccccc32)o1	100	87	88	97	·	78	89	100
C/C(=N\Nc1ccccc1)c1sc(Nc2ccccn2)nc1C	109	107	149	110	99	127	98	122
O=C(CN1C(=O)S/C(=C\C(Cl)=C\c2ccccc2)C1=O)NC1C=CS(=O)(=O)C1 (stereo not drawn)	69	-25*	87	-50*	18	37	-19*	45
c1ccc2c(-c3cn4ccnc4c(-c4ccc5ncn(C6CCCCC6)c5c4)n3)cccc2c1	·	109	80	104	87	·	83	·
c1cnc2nc(CSc3nnc4ccc(-c5ccncc5)nn34)oc2c1	106	103	94	102	97	100	101	118
COc1ccc(N2CCN(C(=O)c3sc4nc(C)c(Br)c(C)c4c3N)CC2)cc1	91	-12*	80	99	80	89	89	100
C#Cc1nc(C(=O)NCCC(=O)Nc2ccc(NC(=O)c3ccc(/C=C/C(=O)c4nccn4C)cc3)cc2)cs1	56	6.4*	24	·	65	120	39	79
Cn1cc(-c2nn3cc(-c4ccncc4)nc3s2)c2cc(Cl)ccc21	64	48	67	52	33	0.1*	54	89
Cc1cc2n(n1)C(C(C)C)C(C(=O)c1cc(F)ccc1O)=CN2 (stereo not drawn)	100	101	86	93	92	98	87	105
C(=C/CN(Cc1ccccc1)Cc1ccccc1)/CN(Cc1ccccc1)Cc1ccccc1	52	95	88	85	108	77	93	53

Pulled one by one from the entries so far (2):
SMILES	A549/ATCC	MALME-3M	HOP-62	M14	EKVX	HOP-92	UACC-62	UACC-257
COc1ccc2nc(-c3cc4c([nH]c5ccccc54)c(-c4cc(OC)c(OC)c(OC)c4)n3)[nH]c2c1	92	·	84	39	·	54	64	106
Cc1cc2n(n1)C(C(C)C)C(C(=O)c1cc(F)ccc1O)=CN2 (stereo not drawn)	100	101	86	93	92	98	87	105

17 structures from above, ordered by SMILES length, smallest number first.
SMILES	A549/ATCC	MALME-3M	HOP-62	M14	EKVX	HOP-92	UACC-62	UACC-257
CCOC(=O)c1cnc(N)nc1-c1ccccc1	94	·	103	114	103	81	99	108
CCCCC1(c2ccc(O)cc2)NC(=O)NC1=O (stereo not drawn)	98	98	102	103	101	95	101	107
C/C(=N\Nc1ccccc1)c1sc(Nc2ccccn2)nc1C	109	107	149	110	99	127	98	122
CCOC(=O)C(=Cc1ccc(-c2ccccc2)cc1)C(=O)OCC	50	71	74	42	95	63	35	44
c1cnc2nc(CSc3nnc4ccc(-c5ccncc5)nn34)oc2c1	106	103	94	102	97	100	101	118
CCN(CC)c1ccc(Nc2ccc(CC(=O)c3ccccc3)cc2)cc1	91	106	95	88	76	78	79	94
Cc1cc2n(n1)C(C(C)C)C(C(=O)c1cc(F)ccc1O)=CN2 (stereo not drawn)	100	101	86	93	92	98	87	105
Cn1cc(-c2nn3cc(-c4ccncc4)nc3s2)c2cc(Cl)ccc21	64	48	67	52	33	0.1*	54	89
O=[N+]([O-])O[C@@H]1CO[C@H]2[C@@H]1OC[C@@H]2O	107	99	116	107	94	·	111	99
Oc1ccccc1-c1nnc(Cn2c(Cc3cccc4ccccc34)nc3ccccc32)o1	100	87	88	97	·	78	89	100
C(=C/CN(Cc1ccccc1)Cc1ccccc1)/CN(Cc1ccccc1)Cc1ccccc1	52	95	88	85	108	77	93	53
COc1cc(-c2nc(SCCC(C)C)nc(Nc3ccc(O)cc3)c2C#N)cc(OC)c1OC	103	89	101	·	102	123	92	99
c1ccc2c(-c3cn4ccnc4c(-c4ccc5ncn(C6CCCCC6)c5c4)n3)cccc2c1	·	109	80	104	87	·	83	·
O=C(CN1C(=O)S/C(=C\C(Cl)=C\c2ccccc2)C1=O)NC1C=CS(=O)(=O)C1 (stereo not drawn)	69	-25*	87	-50*	18	37	-19*	45
CN1CCN(Cc2ccc(NC(=O)c3cncc(C#Cc4cnc(N)c5cccnc45)c3)cc2C(F)(F)F)CC1	29	-57*	-0.4*	-19*	14	-26*	-48*	19
C#Cc1nc(C(=O)NCCC(=O)Nc2ccc(NC(=O)c3ccc(/C=C/C(=O)c4nccn4C)cc3)cc2)cs1	56	6.4*	24	·	65	120	39	79
Cc1ccc(S(=O)(=O)Oc2cc(OS(=O)(=O)c3ccc(C)cc3)cc(OS(=O)(=O)c3ccc(C)cc3)c2)cc1	97	133	101	108	106	72	86	104

(next part)
SMILES	A549/ATCC	MALME-3M	HOP-62	M14	EKVX	HOP-92	UACC-62	UACC-257
O=C(CCN1CCOCC1)c1ccccc1	96&105	107&108	98&102	111&100	97	99	107&105	88&104
CN(C)c1ccc(/C=C\c2ccnc3ccccc23)cc1	·	85	82	84	34	·	73	81
C#CCNC(=O)c1cc(C(=O)c2ccc(C)cc2)n2ccc(-c3ccncc3)cc12	98	90	92	105	101	76	97	92
CC(C)(C)c1ccc(OCCOC(=O)CBr)cc1	105	107	99	96	126	·	94	106
CCN(CC)CCO/N=C1/C=C2CCC3C4CCC([C@H](C)CCCC(C)C)[C@@]4(C)CCC3[C@@]2(C)CC1 (stereo partly drawn)	93	108	100	99	102	109	99	106
C=CCOc1ccc(/C(Cl)=N/N=C(\Cl)c2cc(OC)c(OC)c(OC)c2)cc1	60	91	80	73	89	65	65	53
CC(C)CCOC(=O)C[C@H](NP(=O)(OC[C@H]1O[C@@H](n2c(=O)cc(N)[nH]c2=O)[C@H](O)[C@@H]1O)Oc1ccccc1)C(=O)OCCC(C)C (stereo partly drawn)	103	98	93	101	98	122	95	96
Cc1ccc(NS(=O)(=O)Cc2ccccc2)cc1	89	89	95	94	93	94	87	98
CS(=O)(=O)N1CCN(c2ncc([N+](=O)[O-])c(N3CCN(S(C)(=O)=O)CC3)n2)CC1	102	101	100	99	95	87	101	104
CC(C)(C)C(=O)C1CC(C#N)=C2C=Cc3c(ccc4ccccc34)N21 (stereo not drawn)	81	102	88	105	80	71	91	85
Cc1ccc2nc(-c3ccc(C(=O)N/N=C/c4ccc(O)cc4)cc3)[nH]c2c1	95	97	98	100	100	104	90	98
O=C(Cc1c[nH]c2ccccc12)N=Nc1c(O)[nH]c2ccc(Cl)cc12	98	104	89	103	88	92	87	101
CCOC(=O)/C(C#N)=C\Nc1ccc2ncnc(Nc3ccc(Cl)cc3Cl)c2c1	72	140	101	106	42	56	90	97
COc1ccc2c(ccc3c(C(C)=O)cc(C(=O)c4ccc(Br)cc4)n32)c1	83	77	40	104	81	82	71	100
Cc1cc(C)c(-c2c(C)cc(C)cc2C)c(C)c1	·	90	·	101	119	·	91	120
CC(C)(C)n1nc(C2CC2)c(Br)c1NC(=O)c1ccc(Cl)cc1	94	119	96	·	·	·	97	·
CS(=O)(=O)c1ccc(-c2nn(-c3ccccc3)cc2/C=N/NC(=O)c2ccccc2)cc1	99	102	104	·	97	87	87	94
O=C(CCn1cc[n+](CC(=O)c2ccc(-c3ccccc3)cc2)c1)Nc1cccc2cccnc12	94	·	102	82	82	·	59	41
CCCCCC1C(C)=CC(C)=C(C)C1(C)C[N+](C)(C)C (stereo not drawn)	87	77	90	82	89	80	78	·
Nc1nc(-c2ccccc2)c(N=Nc2ccc(Cl)cc2[N+](=O)[O-])s1	95	109	91	98	77	68	77	103
COc1ccc2c(c1)c(-c1nc(N)nnc1-c1cn(C)c3ccc(Br)cc13)cn2C	110	104	92	105	107	·	97	110
Brc1ncnc2nc[nH]c12	113	80	81	93	92	125	93	128
